# High-throughput results from PubChem.
# NOD1 inhibition = NOD1 signaling inhibitors, primary screen, cell-based, luminescence, uHTS (AID 1578); NOD1-driven NF-kB luciferase reporter cells, luminescence; higher % means a stronger effect; one-dose inhibition, % at 4 µM; EC50 in µM for titrated hits; 290,000 tested, 1% active; in the data active = inhibition mostly above about 36%, no sharp cut-off; inactive = mostly below about 34%;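 note: HEK-293T reporter cells stimulated with the NOD1 agonist gamma-tri-DAP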
# KOR beta-arrestin-1 = kappa opioid receptor blockers – cell-based, luminescence, uHTS (AID 1778); inhibition, % at 10 µM, or IC50 in µM where a hit was titrated; 290,000 tested, 0.091% active; KOR beta-arrestin recruitment, luminescence, antagonist mode; higher % means a stronger effect; in the data active = inhibition above about 50%; note: strong numbers were not always called active
# NS5 inhibitors = flavivirus cap methylation enzyme inhibition – biochemical, confirmation dose response, primary screen (AID 588689). Dengue-2 NS5 methyltransferase capping enzyme assay, biochemical; higher % means a stronger effect. 340,000 tested, 0.3% active. inhibition, % at 25 µM, or IC50 in µM where a hit was titrated; in the data active = a potency from the dose series
# GPR35 antagonists = inhibition of zaprinast-stimulated GPR35 beta-arrestin translocation – imaging, U2OS, beta-arrestin-GFP, zaprinast agonist, primary screen (AID 2058) | 290,000 tested, 0.052% active | U2OS GPR35 beta-arrestin-GFP translocation imaging, zaprinast antagonism; higher % means a stronger effect | one-dose inhibition, % at 10 µM; IC50 in µM for titrated hits;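 active = inhibition of at least 50% with at least 30 cells and total cytoplasm GFP at most 10,000,000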
# KOR beta-arrestin-2 = KOR agonists, beta-arrestin recruitment, primary screen, cell-based, luminescence, uHTS (AID 1777) | KOR beta-arrestin recruitment, luminescence; higher % means a stronger effect | activation, % at 10 µM, or EC50 in µM where a hit was titrated | 280,000 tested, 0.02% active; in the data active = activation above about 50%, passing the limit was not always enough; note: a part of the inactive calls stands beside numbers as strong as those of hits
# HIV fusion peptide = cell-free HIV fusion peptide-binding blockers – biochemical, uHTS, fluorescence dequenching, primary screen (AID 1986); cell-free peptide binding, fluorescence dequenching, 30 min; higher % means a stronger effect; one-dose inhibition, % at 20 µM; IC50 in µM for titrated hits; 290,000 tested, 0.3% active; in the data active = inhibition mostly above about 52%, no sharp cut-off; inactive = mostly below about 76%; note: some results filed as inactive read as strong as hits
# GPR55 LPI antagonism = GPR55 antagonists blocking LPI-driven arrestin recruitment, primary screen, imaging, U2OS, beta-arrestin-GFP, LPI agonist (AID 2013). U2OS GPR55 beta-arrestin-GFP translocation imaging, LPI antagonism; higher % means a stronger effect. one-dose inhibition, % at 10 µM; IC50 in µM for titrated hits. 290,000 tested, 0.13% active;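 active = spots per cell inhibited over 60%, with over 100 cells counted and total cytoplasm intensity under 500,000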;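 note: U2OS cells stably carrying GPR55 and arrestin-GFP stimulated by 5 µM LPI near EC80; imaged beta-arrestin-GFP aggregate spots per cell after agonist stimulation; plate controls were LPI-stimulated DMSO wells for no effect and DMSO wells without LPI for full effect; some results filed as inactive read as strong as hits; confirmed hits need IC50 under 10 µM and bright autofluorescent wells are also inconclusive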
# West Nile virus CPE = inhibition of WNV-induced cytopathic effect – cell-based, CPE readout (AID 1621); West Nile virus-infected cells, CPE inhibition; higher % means a stronger effect; 290,000 tested, 0.02% active; one-dose CPE inhibition, % at 10 µM; IC50 in µM for titrated hits; in the data active = a potency from the dose series; note: strong numbers were not always called active
# GPR55 beta-arrestin = selective activators of receptor GPR55 – imaging, U2OS cells, beta-arrestin-GFP redistribution, primary screen (AID 1961); U2OS GPR55 beta-arrestin-GFP redistribution imaging; higher % means a stronger effect; one-dose activation, % at 10 µM; EC50 in µM for titrated hits; 290,000 tested, 0.048% active;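 active = activation above 40% with more than 50 cells counted in the well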;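 note: U2OS osteosarcoma cells stably expressing GPR55 and beta-arrestin-GFP; plate controls were DMSO negative control for no effect and LPI positive control for full effect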
# NS5 inhibitors pilot replicate = recorded beside NS5 inhibitors, whose call it bears; inhibition, %; measured here: pilot screen replicate inhibition
# Numbers without * were called inactive; x = not tested or not shown; [ ] = another dose, or the depositor's remark. A portion of the library. The share of hits here may be higher or lower than overall.
SMILES,NOD1 inhibition,KOR beta-arrestin-1,NS5 inhibitors,GPR35 antagonists,KOR beta-arrestin-2,HIV fusion peptide,GPR55 LPI antagonism,West Nile virus CPE,GPR55 beta-arrestin,others
COc1ccc(NC(=O)c2ccc(NC(=O)c3ccncc3)cc2)cc1,36%,-14%,10%,13%,-1.4%,-4.0%,3%,-0.7%,-0.2%,
CC(C)(C)C(=O)NC1CC2CCCC(C1)N2C(=O)Nc1ccccc1Cl (centres undefined),-26%,-32%[20 µM],-2%,22%,2.5%,-0.6%,14%,-0.7%,-0.2%,
CCC(=O)Nc1ccc(-c2csc(C)n2)cc1,-61%,36%,-6%,-6%,2.7%,-1.3%,11%,-0.1%,-0.2%,
CN(C)S(=O)(=O)c1ccc(C(=O)OCCn2cnc3c2c(=O)n(C)c(=O)n3C)cc1,4%,-9%,-1%,0%,0.4%,1.4%,0%,-0.4%,-0.3%,
CCc1ccc(OCCOCCN2CCN(C)CC2)cc1,47%,-43%[20 µM],7%,0%,-7.6%,-1.1%,-1%,0.1%,-0.4%,
CCC(C)NC(=O)CO/N=C/c1ccccc1OC(F)F (centres undefined),-8%,-15%,-5%,7%,-0.5%,-1.2%,10%,-0.2%,0.4%,
c1ccn(-c2ccc(N3CCOCC3)cc2)c1,-35%,-18%,-3%,26%,4.0%,-2.7%,0%,x,0.2%,
CCOc1cc(CNCc2ccccc2)ccc1OCC(=O)NC1CCCCC1,-18%,11%,-9%,-4%,0.2%,-0.8%,-2%,-0.7%,-0.1%,
CN(C)S(=O)(=O)c1cccc(NC(=O)COC(=O)c2cccn2C)c1,-12%,-11%,6%,6%,-4.7%,-1.1%,11%,-0.2%,-0.2%,
O=C1COc2ccc(C(=O)CSc3nc4ccccc4c(=O)n3-c3ccc(Cl)c(Cl)c3)cc2N1,-61%,-11%[20 µM],-10%,-20%,-2.2%,-1.0%,0%,12%,0.2%,
Cc1cc(C)c2ccc(C)[n+]([O-])c2c1O,12%,-5%,1%,-9%,1.6%,-1.0%,-4%,-0.6%,0.2%,
CCOC(=O)c1cnn(-c2ccc(C(F)(F)F)cn2)c1N,-93%,-28%,-1%,7%,2.2%,3.7%,4%,0.1%,0.3%,
COc1ccc(/C=C2\SC(=O)N(CC(=O)Nc3ccccc3O)C2=O)cc1OC,-2%,31%,-9%,3%,-4.5%,-2.1%,6%,-0.7%,0.0%,
CC(C)c1ccc(NC(=O)[C@@H](NC(=O)N2CC(=O)Nc3ccccc32)C(C)C)cc1,-6%,11%,-1%,14%,-2.1%,2.8%,1%,0.8%,-0.1%,
Cc1c(O)nc(SCC(=O)Nc2ccc3c4c(cccc24)CC3)n(-c2ccc(F)cc2)c1=O,-32%,-13%,15%,2%,1.3%,10%,6%,-0.4%,-0.2%,
Cc1ccccc1NC(=O)C1CC(=O)N(c2ccc3c4c(cccc24)CC3)C1 (centres undefined),4%,-5%,-6%,2%,-0.2%,2.7%,18%,-0.5%,0.5%,
Cc1cccc2c1NC(=O)C2(O)N1CCCC(C)C1 (centres undefined),-33%,13%[20 µM],3%,-2%,-1.2%,0.1%,0%,-0.5%,-0.1%,
CCc1cc(=O)oc2c(C)c(OC(C)C(=O)NCCCN3CCOCC3)ccc12 (centres undefined),9%,32%,-6%,-9%,0.3%,0.0%,-4%,-0.7%,-0.1%,
COc1ccc(C2CCCN2C(=O)Nc2cccc(C(C)=O)c2)cc1OC (centres undefined),-20%,-36%,-1%,4%,-1.8%,0.3%,-9%,0.6%,0.4%,
O=C(CN(c1ccc(F)cc1)S(=O)(=O)c1ccc2c(c1)OCCO2)N1CCOCC1,-9%,-2%,-1%,4%,-4.8%,-1.5%,8%,-0.1%,-0.2%,
O=C(Nc1cccc(C(=O)N2CCCc3ccccc32)c1)c1ccccc1,49%,-76%[20 µM],-7%,-6%,4.1%,0.6%,-1%,-0.5%,-0.2%,
O=C(Nc1ncc2c(n1)-c1ccccc1OC2)c1ccccc1Cl,14%,-31%,-5%,-7%,2.2%,-2.4%,18%,-0.5%,0.2%,
CCOC(=O)c1cc(C(=O)OCC)c(=O)[nH]c1N1CCCCC1,-42%,-7%,1%,-2%,-2.2%,-1.0%,4%,0.1%,-0.2%,
Cc1ccnc(NS(=O)(=O)c2ccc(NC(=O)c3ccc(C)o3)cc2)n1,-19%,5%,7%,-7%,-2.3%,3.1%,5%,0.4%,0.5%,
CC1(C)CC(=O)C=C(C(=O)N2CCCC(C(=O)c3cccc(C(F)(F)F)c3)C2)O1 (centres undefined),-10%,-8%,-4%,2%,5.7%,0.3%,-17%,-0.9%,0.2%,

# Entries shown so far with a halogen (8):
SMILES,NOD1 inhibition,KOR beta-arrestin-1,NS5 inhibitors,GPR35 antagonists,KOR beta-arrestin-2,HIV fusion peptide,GPR55 LPI antagonism,West Nile virus CPE,GPR55 beta-arrestin,others
CC(C)(C)C(=O)NC1CC2CCCC(C1)N2C(=O)Nc1ccccc1Cl (centres undefined),-26%,-32%[20 µM],-2%,22%,2.5%,-0.6%,14%,-0.7%,-0.2%,
CCC(C)NC(=O)CO/N=C/c1ccccc1OC(F)F (centres undefined),-8%,-15%,-5%,7%,-0.5%,-1.2%,10%,-0.2%,0.4%,
O=C1COc2ccc(C(=O)CSc3nc4ccccc4c(=O)n3-c3ccc(Cl)c(Cl)c3)cc2N1,-61%,-11%[20 µM],-10%,-20%,-2.2%,-1.0%,0%,12%,0.2%,
CCOC(=O)c1cnn(-c2ccc(C(F)(F)F)cn2)c1N,-93%,-28%,-1%,7%,2.2%,3.7%,4%,0.1%,0.3%,
Cc1c(O)nc(SCC(=O)Nc2ccc3c4c(cccc24)CC3)n(-c2ccc(F)cc2)c1=O,-32%,-13%,15%,2%,1.3%,10%,6%,-0.4%,-0.2%,
O=C(CN(c1ccc(F)cc1)S(=O)(=O)c1ccc2c(c1)OCCO2)N1CCOCC1,-9%,-2%,-1%,4%,-4.8%,-1.5%,8%,-0.1%,-0.2%,
O=C(Nc1ncc2c(n1)-c1ccccc1OC2)c1ccccc1Cl,14%,-31%,-5%,-7%,2.2%,-2.4%,18%,-0.5%,0.2%,
CC1(C)CC(=O)C=C(C(=O)N2CCCC(C(=O)c3cccc(C(F)(F)F)c3)C2)O1 (centres undefined),-10%,-8%,-4%,2%,5.7%,0.3%,-17%,-0.9%,0.2%,

# Quoted at random: 2 entries already listed.
SMILES,NOD1 inhibition,KOR beta-arrestin-1,NS5 inhibitors,GPR35 antagonists,KOR beta-arrestin-2,HIV fusion peptide,GPR55 LPI antagonism,West Nile virus CPE,GPR55 beta-arrestin,others
CCC(C)NC(=O)CO/N=C/c1ccccc1OC(F)F (centres undefined),-8%,-15%,-5%,7%,-0.5%,-1.2%,10%,-0.2%,0.4%,
CN(C)S(=O)(=O)c1cccc(NC(=O)COC(=O)c2cccn2C)c1,-12%,-11%,6%,6%,-4.7%,-1.1%,11%,-0.2%,-0.2%,

# The list goes on.
SMILES,NOD1 inhibition,KOR beta-arrestin-1,NS5 inhibitors,GPR35 antagonists,KOR beta-arrestin-2,HIV fusion peptide,GPR55 LPI antagonism,West Nile virus CPE,GPR55 beta-arrestin,others
Cc1ccc(CS(=O)(=O)c2nc3c(c(N(C)C)n2)CCCC3)cc1,-30%,-36%,-9%,6%,-1.9%,-0.9%,-2%,-1.0%,0.2%,
COc1ccc2c(c1)C(C)=CC(C)(C)N2S(=O)(=O)c1ccc(NC(C)=O)cc1,31%,-94%[20 µM],-10%,3%,-5.1%,0.1%,10%,-1.3%,-0.1%,
CCN(CC(=O)NCc1cccs1)S(=O)(=O)c1ccc(C(C)C)cc1,x,-15%,0%,6%,1.2%,-0.2%,24%,-0.5%,-0.3%,
COc1ccc(-c2cc(CNS(=O)(=O)c3ccc(F)cc3)on2)cc1,-34%,-18%,-1%,-8%,-1.3%,-0.8%,0%,-1.7%,-0.2%,
CC(C)(C)OC(=O)NCCCC[C@H](NC(=O)c1nc[nH]c1C(=O)N1CCN(C(=O)OC(C)(C)C)CC1)C(=O)OC(C)(C)C,-25%,14%,-3%,-9%,-1.1%,-0.5%,10%,0.0%,-0.2%,
COc1ccc(-n2nc(C(=O)NCC(=O)N3CCN(c4ccc(F)cc4)CC3)c3ccccc3c2=O)c(OC)c1,-42%,-13%,1%,1%,-4.3%,-0.1%,13%,0.3%,-0.2%,
Cc1cc(C)n(-c2nc3ccccc3nc2N2CCN(C(=O)c3ccc(Cl)cc3)CC2)n1,-11%,13%,-3%,4%,-0.6%,2.4%,21%,-0.8%,0.1%,
CCN(CC)CCn1cnc2c1c(=O)[nH]c(=O)n2Cc1ccccc1,-5%,x,-5%,12%,x,0.3%,11%,0.5%,0.0%,
CSCCC(C(=O)NC1=NCCS1)N1C(=O)c2ccccc2C1=O (centres undefined),1%,-12%,-1%,17%,-5.2%,-0.5%,3%,-0.5%,-0.2%,
O=C(CCn1nnc2ccccc2c1=O)NCC1CCC(C(=O)O)CC1 (centres undefined),-3%,-7%,-3%,0%,-2.3%,-0.7%,-4%,-0.2%,0.1%,NS5 inhibitors pilot replicate=-2.1
COC(=O)/C(C#N)=C/c1c(N2CCCCCC2)nc2ccccn2c1=O,-14%,-12%,-2%,-12%,-0.7%,-0.3%,-6%,-1.0%,0.2%,
Cn1nc(C(=O)OCc2ccc(F)cc2)c2ccccc2c1=O,-4%,-3%,-6%,-7%,-2.3%,-1.4%,1%,0.1%,0.1%,
Cc1nn(CC(=O)NCc2cccnc2)c(C)c1[N+](=O)[O-],-28%,-9%,-2%,4%,2.7%,-1.7%,1%,-0.1%,0.6%,
COc1cccc(/C=C2\CCc3ccccc3C2=O)c1,-5%,9%,2%,17%,-0.8%,2.0%,10%,-0.2%,0.3%,
COc1c(F)c(F)c(C(=O)Nc2ccc(-c3nc4ccccc4[nH]3)cc2)c(F)c1F,-50%,-4%,2%,6%,-1.3%,-1.4%,3%,-0.3%,-0.2%,
O=C(COC(=O)c1cc(C(F)(F)F)cc(C(F)(F)F)c1)NCc1ccc(Cl)cc1,-21%,-33%,-3%,-2%,5.3%,-2.1%,-21%,0.4%,0.0%,
O=C(Nc1ccccc1)/C(=C\c1cccs1)NC(=O)c1ccccc1,7%,-5%,-11%,7%,11%,1.7%,-10%,-0.6%,0.1%,
CC/C(=N/Nc1ccc(Cl)cc1)c1cnnc(SC)n1,-7%,x,5%,15%,-0.7%,0.5%,6%,-0.9%,-0.4%,
CC1CCN(C(=O)CSc2nnc(Cc3cccn3C)n2-c2ccc(F)cc2)CC1,-25%,4%,-4%,-6%,-1.4%,-1.0%,-3%,-0.2%,0.3%,
COc1ccc(Nc2nc(CC(C)=O)ns2)cc1,-26%,34%,-2%,0%,5.5%,-0.4%,-1%,1.0%,0.6%,
CCSc1nnc(-c2ccc(S(=O)(=O)N3CCOCC3)cc2)n1C,3%,-3%,-6%,-5%,11%,-2.0%,-17%,0.3%,-0.1%,
